Bioassay records as filed in PubChem BioAssay.
CHO-K1 Ca antag: M1 antagonist counterscreen hit in parental CHO-K1 cells; inhibition, % at 3 µM; 360,000 tested, 0.6% active; ATP-induced calcium, Fluo-8 fluorescence; AID 602250;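 active = inhibition above a per-plate cutoff, the plate's mean sample inhibition plus 3 SD, cut at about 24% in these data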;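 note: 0% = DMSO plus EC80 ATP and 100% = DMSO alone without ATP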
CHO-K1 Ca PAM: M1 PAM counterscreen hit in parental CHO-K1 cells; ATP EC20, Fluo-8 calcium fluorescence; 0% at ATP EC20, 100% at ATP max; activation, % at 3 µM; 360,000 tested, 0.02% active;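 active = activation above the run cutoff, the mean activation of all test compounds plus 3 SD, cut at about 40% in these data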;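 note: peak over basal fluorescence ratio in a 140 s read after ATP addition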
V1R ag counter: counter-screen for oxytocin receptor agonists: human V1a receptor agonists; CHO-V1R cells, Fluo-8 calcium fluorescence, agonist mode; 0% DMSO, 100% 3 nM vasopressin; activation, % at 3 µM; 320,000 tested, 0.25% active; P37288;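 active = activation above the mean activation of all tested compounds plus 3 SD, per screening run, cut at about 20% in these data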;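 note: signal is peak over basal fluorescence ratio across a 100 second FLIPR read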
CHO-K1 Ca ag: nonselective activator or artifact in parental CHO-K1 cells | 360,000 tested, 0.48% active | activation, % at 3 µM | AID 602248 | Fluo-8 calcium fluorescence; scaled to maximal ATP response, vehicle zero; in the data active = activation above about 15%;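 note: untransfected CHO-K1 host cells lacking M1 receptor as counterscreen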
TAAR1 antag: antagonists of human TAAR1; Q96RJ0; CHO RD-HGA16 TAAR1, Fluo-8 calcium fluorescence, antagonist; inhibition, % at 3 µM; 360,000 tested, 1.5% active;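 active = inhibition above a per-plate cutoff, the mean inhibition of test compounds on that plate plus 3 SD, cut at about 49% in these data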;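 note: 0% = DMSO plus EC80 beta-PEA response and 100% = DMSO alone without agonist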
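Assay system: RD-HGA16 CHO cells with stable hTAAR1 and Gα16 / Reagent: EC80 β-phenethylamine stimulus / Doses: 3 µM, single point / Timing: dye loading 75 min at 37 °C, then 30 min room temperature / Measured by: Fluo-8 intracellular calcium dye fluorescence, real-time kinetic reads / Controls: vehicle wells and EC80 agonist wells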
CHO parental Ca: signal in parental CHO cells, OX1R antagonist counter-screen. parental CHO-K1, ATP-induced calcium, Fluo-8 fluorescence. inhibition, % at 5.6 µM. 330,000 tested, 0.63% active. AID 463079;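 active = inhibition above that plate's mean sample inhibition plus 3 SD, cut at about 26% in these data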;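 note: 0% = ATP-challenged DMSO wells and 100% = DMSO wells without ATP; some compounds past the cut are filed as inactive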
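Test system: untransfected parental CHO cell line. Compound: one dose, 5.6 µM nominal. Detection: intracellular calcium via Fluo-8 no-wash fluorescent dye. Measure: % inhibition. Benchmarks: ATP-challenged DMSO wells low, unchallenged DMSO wells high.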
CHRM1 agonist: activates human CHRM1 receptor. P11229. activation, % at 3 µM. CHO-K1 hM1, Fluo-8 calcium fluorescence, agonist mode; 0% DMSO, 100% acetylcholine EC100. 360,000 tested, 0.33% active;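 active = activation above the run's mean compound activation plus 3 SD, cut at about 16% in these data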;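 note: peak over basal fluorescence ratio within a 140 s kinetic read after compound addition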
Target sequence (P11229 whole entry, looked up): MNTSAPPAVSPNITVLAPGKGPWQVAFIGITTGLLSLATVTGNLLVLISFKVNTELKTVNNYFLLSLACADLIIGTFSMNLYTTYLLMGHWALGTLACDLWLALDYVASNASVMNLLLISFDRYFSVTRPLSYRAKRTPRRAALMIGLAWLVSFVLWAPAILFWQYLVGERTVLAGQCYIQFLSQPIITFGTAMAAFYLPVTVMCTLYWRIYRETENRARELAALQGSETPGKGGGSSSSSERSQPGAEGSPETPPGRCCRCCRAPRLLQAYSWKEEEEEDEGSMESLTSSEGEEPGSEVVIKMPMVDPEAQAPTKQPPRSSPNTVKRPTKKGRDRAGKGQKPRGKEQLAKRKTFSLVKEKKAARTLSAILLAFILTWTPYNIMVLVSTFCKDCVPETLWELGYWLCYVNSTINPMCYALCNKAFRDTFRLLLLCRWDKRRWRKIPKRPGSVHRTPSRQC
TAAR1 ag: agonists of human TAAR1. CHO RD-HGA16 TAAR1, Fluo-8 calcium fluorescence; vehicle wells 0%, saturating PEA agonist 100%. Q96RJ0. 360,000 tested, 0.99% active. activation, % at 3 µM;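 active = activation above the mean activation of all test compounds in the run plus 3 SD, cut at about 38% in these data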
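Test system: RD-HGA16 (CHO) cells co-expressing Gα16 and hTAAR1 | Doses: Single dose, 3 µM | Schedule: 17-24 h seeding, 75 min 37 °C dye, 30 min RT | Evaluation: % activation from peak over basal fluorescence ratio, DMSO-to-PEA scaled | Technique: Kinetic Fluo-8 calcium fluorescence | Benchmarks: Low control DMSO, high control PEA (EC100)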
OXTR potentiate: human OXTR potentiation; CHO-OTR cells, Fluo-8 calcium fluorescence, potentiator mode; 0% = oxytocin EC15, 100% = EC100; activation, % at 3 µM; P30559; 320,000 tested, 0.061% active;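 active = activation above that plate's cutoff, the mean activation of tested compounds plus 3 SD, cut at about 6.6% in these data, passing the limit was not always enough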;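 note: 100% uses oxytocin at 75 nM as the full agonist control; some results filed as inactive read as strong as hits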
Target sequence (P30559 whole entry, looked up): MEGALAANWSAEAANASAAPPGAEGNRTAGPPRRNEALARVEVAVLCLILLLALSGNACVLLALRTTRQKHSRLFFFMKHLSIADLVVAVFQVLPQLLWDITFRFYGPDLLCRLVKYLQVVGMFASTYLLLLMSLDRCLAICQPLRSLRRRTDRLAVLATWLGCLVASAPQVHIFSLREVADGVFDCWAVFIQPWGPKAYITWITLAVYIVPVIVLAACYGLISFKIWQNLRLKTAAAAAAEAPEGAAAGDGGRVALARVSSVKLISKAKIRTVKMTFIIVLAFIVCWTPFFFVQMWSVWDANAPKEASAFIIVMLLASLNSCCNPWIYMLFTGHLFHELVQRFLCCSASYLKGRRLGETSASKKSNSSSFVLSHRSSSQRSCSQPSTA
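assay system = CHO-OTR cells, human receptor | schedule = compound 6 min at room temperature before oxytocin, 100 s read | detection = Fluo-8 intracellular calcium fluorescence, ex 470-495, em 515-575 nm | evaluation = normalized max/min fluorescence ratio, % activation | control set = EC15 oxytocin alone as 0%, 75 nM oxytocin (EC100) as 100%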
* = called active by the depositor; x = no result given.

Letters: A = CHO-K1 Ca antag; B = CHO-K1 Ca PAM; C = V1R ag counter; D = CHO-K1 Ca ag; E = TAAR1 antag; F = CHO parental Ca; G = CHRM1 agonist; H = TAAR1 ag; I = OXTR potentiate
CCOC(=O)CC1=NN(c2ccccc2)C(=O)C1
  A: 6; B: -1; C: 0.4; D: 0.1; E: 0; F: -7; G: -7; H: 1; I: 0

Cc1cc(C)c(S(=O)(=O)Nc2ccc(N(C)C)cc2)c(C)c1-n1cnnn1
  A: -8; B: -4; C: 6.0; D: 4.8; E: -12; F: 1; G: -3; H: 2; I: -12

Cc1ccc(C(=O)NN2C(=O)C3C4c5ccccc5C(c5ccccc54)C3C2=O)cc1 (stereo unspecified)
  A: -10; B: 7; C: -0.8; D: -0.7; E: 0; F: -10; G: -3; H: -2; I: -3

N/C(=N\NC(=O)c1ccccc1Cl)c1cc2ccccc2oc1=O
  A: -3; B: -1; C: -0.3; D: 0.4; E: -11; F: -11; G: -8; H: 4; I: -1

Cc1nn(C)c(C)c1/C=N/NC(=O)CCn1nc(C)c([N+](=O)[O-])c1C
  A: 11; B: 1; C: 1.0; D: -0.1; E: 8; F: -2; G: -3; H: 2; I: 1

CCCCCC(=O)Nc1ccccc1N1CCN(c2ccccc2)CC1
  A: -40; B: 13; C: 1.8; D: 0.2; E: 17; F: -29; G: -10; H: 9; I: -10

COc1ccc(OC)c(N/C(=N/c2nc(C)cc(C)n2)NC(C)=O)c1
  A: -13; B: 11; C: 0.6; D: 1.2; E: -14; F: -3; G: 0; H: 0; I: -1

O=C(COC(=O)Cc1ccc(Br)cc1)NCC1CCCCC1
  A: 0; B: 1; C: -0.1; D: -0.2; E: 4; F: -4; G: 2; H: 3; I: -28

O=C(COC(=O)c1ccccc1NC(=O)c1ccco1)NC1CCCCC1
  A: -1; B: 13; C: -0.4; D: 0.7; E: 18; F: -13; G: -2; H: 0; I: -15

CCOc1ccc2nc(C(=O)N3CCCC(C)C3)sc2c1 (stereo unspecified)
  A: -14; B: 24; C: -0.3; D: 1.6; E: -1; F: -14; G: -9; H: 2; I: -10

CC(=O)c1cc(-c2ccccc2)[nH]c1N1CCCC1
  A: 0; B: -5; C: 1.5; D: 0.2; E: 0; F: -5; G: -2; H: 14; I: -3

CCCC(=O)Nc1ccc2oc(-c3ccncc3)nc2c1
  A: 6; B: -4; C: 2.2; D: 0.0; E: 9; F: -2; G: -3; H: 12; I: 3

O=c1[nH]c2cc(Cl)c(Br)cc2o1
  A: -3; B: 15; C: x; D: 16*; E: -6; F: x; G: 4; H: 7; I: x

COc1ccc(OC)c2c(N3CCN(C)CC3)cc(C(F)(F)F)nc12
  A: -9; B: 12; C: -0.1; D: 0.1; E: -3; F: -4; G: -6; H: 6; I: -16

N#CCCn1cc(/C=N/NC(N)=S)c(-c2ccc(Br)cc2)n1
  A: -13; B: 16; C: -0.2; D: 1.0; E: 11; F: 6; G: -3; H: 5; I: -2

O=C(N/N=C/c1ccccn1)c1cccc(S(=O)(=O)N2CCCC2)c1
  A: 13; B: -20; C: 0.8; D: 0.2; E: -31; F: 7; G: -7; H: 2; I: 1

Cn1nc(C(=O)NCc2ccc(F)cc2)c2c1-c1ccccc1S(=O)(=O)C2
  A: -13; B: 14; C: 4.6; D: 3.2; E: 13; F: 22; G: -2; H: 2; I: -12

Cc1c(NC(=O)C(C)OC(=O)c2cccs2)c(=O)n(-c2ccccc2)n1C (stereo unspecified)
  A: 1; B: 2; C: 1.0; D: 0.2; E: -20; F: -4; G: -11; H: 4; I: -5

O=C(COC(=O)CNC(=O)C1CCCCC1)Nc1ccc(F)c([N+](=O)[O-])c1
  A: 1; B: -3; C: 2.7; D: 0.9; E: -3; F: 0; G: -1; H: 1; I: 0

CSCC[C@H](N)C(=O)N1CCC(C(=O)N[C@H](C)C(=O)NC(C)c2ccccc2)CC1 (stereo partly specified)
  A: 6; B: -14; C: 0.2; D: 0.2; E: 0; F: -8; G: -1; H: 5; I: -4

CC1=C(C(=O)N2CCOCC2)C(c2ccc(C)cc2)NC(=S)N1 (stereo unspecified)
  A: 1; B: 11; C: -0.3; D: 0.7; E: 4; F: -5; G: -8; H: 0; I: -2

Cc1ccccc1NCC(=O)c1ccc(Br)cc1
  A: -6; B: 12; C: -0.2; D: 9.7; E: -8; F: -9; G: -1; H: 6; I: 4

Cc1ccc(C(C)C)cc1OCC(=O)N1CCN(C(=O)c2ccco2)CC1
  A: -9; B: -14; C: 0.3; D: 0.8; E: 6; F: -20; G: -1; H: 1; I: -9

CCSC1=C(C#N)C(=O)n2c1cc1c2CCCC1
  A: -2; B: 10; C: -0.3; D: 0.4; E: 14; F: -1; G: -4; H: 5; I: -4

COc1ccc(NC(=O)c2ccco2)c(NC(=O)Cc2cccs2)c1
  A: 18; B: -7; C: -0.5; D: 0.3; E: -4; F: -13; G: -2; H: 3; I: -2

Next part:
structure,CHO-K1 Ca antag,CHO-K1 Ca PAM,V1R ag counter,CHO-K1 Ca ag,TAAR1 antag,CHO parental Ca,CHRM1 agonist,TAAR1 ag,OXTR potentiate
COc1ccc([C@H](OC)[C@@]2(Cc3ccc(O)cc3)N=C(N)N(C)C2=O)cc1,-1,-5,-0.3,0.1,4,-9,-10,2,5
Cn1c(N)c(C(=O)COC(=O)c2ccc(-c3ccccc3)cc2)c(=O)n(C)c1=O,-17,16,8.8,0.5,-3,-1,-1,6,-11
O=C(c1cccc(S(=O)(=O)N2CCCC2)c1)N1CCN(c2ccccc2F)CC1,-3,7,0.8,-0.1,6,-14,-5,5,-4
Cc1ccn(CC(=O)N/N=C/c2cc([N+](=O)[O-])ccc2O)n1,0,-1,0.7,0.2,14,-14,-1,0,-3
OC(COc1ccc(C2C=CCC2)cc1)CN1CCCCC1 (stereo unspecified),7,2,0.4,0.2,0,-14,-8,4,0
CCOC(=O)CSc1nc2ccccc2c(=O)n1CCN1CCOCC1,3,-4,0.2,0.5,-8,-9,-4,8,3
O=C(c1ccco1)N1CCN(CCOc2ccc(F)cc2)CC1,-16,2,15,0.7,x,-20,-7,x,-10
CCCC(=O)N1CCCC(C(=O)c2ccc(OC)c(OC)c2)C1 (stereo unspecified),-9,9,1.0,0.2,0,-6,-3,0,-10
O=C(c1ccco1)N1CCN(CC(=O)N2CCCc3c2c(=O)oc2ccc(O)cc32)CC1,x,x,0.2,x,-5,1,x,8,-3
COc1ccc(NC(=O)c2cc(-c3cc(F)ccc3OC(C)C)n[nH]2)cc1OC,-3,13,x,3.2,18,x,-5,3,x
N#Cc1nc(-c2ccc(OCc3ccc(Cl)cc3)cc2)oc1NCCCn1ccnc1,-8,14,0.1,0.5,5,-7,-4,2,-14
NS(=O)(=O)c1cc(C(=O)OCC(=O)N2CCOCC2)ccc1Cl,-14,30,0.1,1.3,-24,2,-3,3,-2
O=C(NC(=S)NC1CCCCCCCCCCC1)c1cccnc1,-7,-6,0.4,0.4,-18,-9,-3,13,2
c1ccc(-c2nc3ccccc3o2)nc1,-1,8,0.4,2.3,-9,-5,-3,0,-7
N#Cc1c(NC(=O)CSc2nc(N)cc(=O)[nH]2)sc2c1CCCC2,4,-15,0.4,0.0,19,8,-1,0,-21
O=C(NCC1CCCO1)c1ccc2[nH]c3c(c2c1)CCCC3 (stereo unspecified),-4,11,x,0.9,-23,x,1,-1,x
O=C(Nc1cccc(/C=C/c2ccccn2)c1)c1ccc(-n2cncn2)cc1,0,1,0.0,6.0,x,-8,3,x,-9
CC(C)C1C(c2ccccc2)N(C)C(c2ccccc2)CC1(O)c1ccccc1 (stereo unspecified),-24,14,-1.0,6.5,-7,-28,-8,5,-6
O=C(Nc1ccc(OC(F)(F)F)cc1)c1ccc2nccnc2c1,2,-7,7.7,12,-18,14,-1,9,-31
CCOC(=O)c1ccc(NC(=O)c2nc[nH]c2C(=O)NCc2ccccc2)cc1,5,0,0.5,3.7,43,-10,-1,5,-15

Nothing new here: eight of the compounds above.
structure,CHO-K1 Ca antag,CHO-K1 Ca PAM,V1R ag counter,CHO-K1 Ca ag,TAAR1 antag,CHO parental Ca,CHRM1 agonist,TAAR1 ag,OXTR potentiate
O=C(NC(=S)NC1CCCCCCCCCCC1)c1cccnc1,-7,-6,0.4,0.4,-18,-9,-3,13,2
c1ccc(-c2nc3ccccc3o2)nc1,-1,8,0.4,2.3,-9,-5,-3,0,-7
N#Cc1c(NC(=O)CSc2nc(N)cc(=O)[nH]2)sc2c1CCCC2,4,-15,0.4,0.0,19,8,-1,0,-21
O=C(NCC1CCCO1)c1ccc2[nH]c3c(c2c1)CCCC3 (stereo unspecified),-4,11,x,0.9,-23,x,1,-1,x
O=C(Nc1cccc(/C=C/c2ccccn2)c1)c1ccc(-n2cncn2)cc1,0,1,0.0,6.0,x,-8,3,x,-9
CC(C)C1C(c2ccccc2)N(C)C(c2ccccc2)CC1(O)c1ccccc1 (stereo unspecified),-24,14,-1.0,6.5,-7,-28,-8,5,-6
O=C(Nc1ccc(OC(F)(F)F)cc1)c1ccc2nccnc2c1,2,-7,7.7,12,-18,14,-1,9,-31
CCOC(=O)c1ccc(NC(=O)c2nc[nH]c2C(=O)NCc2ccccc2)cc1,5,0,0.5,3.7,43,-10,-1,5,-15
